Screens from PubChem BioAssay.
NOD2-RIPK2 inh: blocks binding of human NOD2 to RIPK2; inhibition, % at 4.98 µM; 360,000 compounds, 0.38% hits; AID 624267; CHO BLA complementation NOD2-RIPK2, CCF4 ratio; in the data active = inhibition above about 21%;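 also: 0% = vehicle only and 100% = reference blocker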
NR2F2 inh: blocks human COUP-TFII nuclear receptor | P24468 | HEK293T NGFI-A luciferase reporter, luminescence | inhibition, % at 8.6 µM | 370,000 compounds, 0.7% hits;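 active = inhibition above a per-plate cutoff, mean inhibition of test wells between control levels plus 3 SD, cut at about 38% in these data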;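 also: cells cotransfected with COUP-TFII expression vector driving the NGFI-A reporter; 0% = median of COUP-TF2 test wells and 100% = reporter-only cells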
SRC1 inh: inhibitors of human steroid receptor coactivator 1 (SRC1); Q15788; HEK293 GAL4-SRC1 luciferase reporter, luminescence; inhibition, % at 3.6 µM; 360,000 compounds, 0.12% hits;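 active = inhibition above the campaign mean plus 3 SD, with each screening campaign given its own cutoff, cut at about 60% in these data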;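 also: 0% = DMSO treated cells and 100% = gossypol at 36 µM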
LMP1 NFkB inh: Epstein-Barr LMP1 NF-kappaB reporter inhibition; AID 504558; inhibition, % at 12.5 µM; LMP1-induced NF-kappaB luciferase reporter cells, luminescence; 350,000 compounds, 0.69% hits; in the data active = inhibition above about 41%; inconclusive = no clear call, values can overlap the other calls;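 also: 0% = neutral control wells and 100% = reference inhibitor control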
SRC2 inh: inhibits human steroid receptor coactivator 2; HEK293 GAL4-SRC2 luciferase reporter, luminescence; Q15596; inhibition, % at 9 µM; 370,000 compounds, 0.17% hits;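 active = inhibition above the mean inhibition of all tested compounds plus 3 SD, set per campaign, cut at about 52% in these data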;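 also: 0% = DMSO treated cells and 100% = cells given Gossypol at 36 µM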
TRAIL sens C8: caspase-8 TRAIL sensitization. NB7+C8 cells + TRAIL, ATPlite viability luminescence. inhibition (viability loss, TRAIL sensitization), % at 10 µM. 360,000 compounds, 1% hits. AID 624354;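 active = compounds causing at least 50% loss of cell viability in the single-dose screen, relative to plate controls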
NR5A2 inv ag: inverse agonists of human LRH-1 (NR5A2); AID 602396; 360,000 compounds, 0.13% hits; O00482; HEK293T StAR-luciferase reporter, LRH-1 transfected, 24 h; inhibition, % at 3.6 µM;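 active = inhibition above the mean inhibition of all tested compounds plus 3 SD, cut at about 73% in these data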;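 also: 0% = DMSO wells and 100% = reporter-only cells lacking LRH-1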
SRC3 inh: inhibitors of human steroid receptor coactivator 3 (SRC3). HEK293 GAL4-SRC3 luciferase reporter, luminescence. 360,000 compounds, 0.17% hits. Q9Y6Q9. inhibition, % at 3.6 µM;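 active = inhibition above a per-campaign cutoff, the mean of all compounds plus 3 SD, cut at about 60% in these data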;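 also: 0% = DMSO-treated cells and 100% = gossypol-treated cells at 36 µM; higher means less SRC3-driven luciferase light from the GAL4 reporter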
Target sequence (Q9Y6Q9 whole entry, looked up, the tested form may be a part): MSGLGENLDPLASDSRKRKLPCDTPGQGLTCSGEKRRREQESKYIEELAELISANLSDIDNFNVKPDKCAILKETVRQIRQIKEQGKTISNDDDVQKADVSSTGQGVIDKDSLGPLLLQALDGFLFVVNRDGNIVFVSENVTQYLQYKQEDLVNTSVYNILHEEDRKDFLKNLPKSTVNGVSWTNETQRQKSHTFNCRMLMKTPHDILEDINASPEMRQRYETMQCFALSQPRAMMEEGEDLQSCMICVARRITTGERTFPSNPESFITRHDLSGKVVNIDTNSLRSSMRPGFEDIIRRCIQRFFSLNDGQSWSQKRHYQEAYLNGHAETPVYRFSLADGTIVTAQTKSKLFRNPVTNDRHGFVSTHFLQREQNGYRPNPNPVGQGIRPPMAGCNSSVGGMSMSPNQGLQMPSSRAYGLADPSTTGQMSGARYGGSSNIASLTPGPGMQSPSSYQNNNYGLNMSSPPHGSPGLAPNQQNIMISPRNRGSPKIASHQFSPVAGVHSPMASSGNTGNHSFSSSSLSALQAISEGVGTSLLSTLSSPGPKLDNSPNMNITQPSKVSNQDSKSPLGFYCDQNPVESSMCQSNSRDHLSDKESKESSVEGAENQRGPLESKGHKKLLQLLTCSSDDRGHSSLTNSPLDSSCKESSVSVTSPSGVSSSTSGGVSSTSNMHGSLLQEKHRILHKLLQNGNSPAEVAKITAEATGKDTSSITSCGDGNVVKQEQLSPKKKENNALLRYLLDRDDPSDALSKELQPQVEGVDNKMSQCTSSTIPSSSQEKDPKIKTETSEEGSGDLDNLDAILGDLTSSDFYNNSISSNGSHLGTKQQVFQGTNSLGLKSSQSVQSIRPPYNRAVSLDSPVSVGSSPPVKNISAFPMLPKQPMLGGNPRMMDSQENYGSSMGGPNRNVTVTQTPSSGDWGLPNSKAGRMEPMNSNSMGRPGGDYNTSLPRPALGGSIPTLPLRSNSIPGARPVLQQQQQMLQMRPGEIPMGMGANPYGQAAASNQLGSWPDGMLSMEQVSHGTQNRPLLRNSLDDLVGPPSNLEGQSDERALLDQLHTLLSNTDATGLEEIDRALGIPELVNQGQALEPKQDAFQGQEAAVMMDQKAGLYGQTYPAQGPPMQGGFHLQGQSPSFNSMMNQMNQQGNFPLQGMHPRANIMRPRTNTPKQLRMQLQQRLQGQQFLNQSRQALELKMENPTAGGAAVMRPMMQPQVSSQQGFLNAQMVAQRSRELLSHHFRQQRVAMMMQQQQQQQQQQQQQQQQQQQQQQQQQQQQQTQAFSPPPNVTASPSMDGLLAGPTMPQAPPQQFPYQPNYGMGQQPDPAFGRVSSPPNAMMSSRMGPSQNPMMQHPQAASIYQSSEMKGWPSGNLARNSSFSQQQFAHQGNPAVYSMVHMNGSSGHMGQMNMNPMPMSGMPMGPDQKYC
TROY signal inh: TROY signaling inhibition; Q293 LMP1-TROYcd NF-kB luciferase reporter, 4 h; inhibition, % at 10 µM; 360,000 compounds, 0.98% hits; AID 1347056;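 active = compounds whose plate-normalised and pattern-corrected inhibition of the luciferase reporter signal at the single screening dose is 50% or more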
TLR9-MyD88 inh: TLR9-MyD88 interaction inhibition | CHO BLA complementation TLR9-MyD88, CCF4 FRET ratio | inhibition, % at 4.98 µM | 340,000 compounds, 0.21% hits;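 active = inhibition above the mean over all tested compounds plus 3 SD, cut at about 21% in these data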;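 also: 0% = DMSO only wells and 100% = clavulanate BLA inhibitor control wells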
Vif inh: HIV Vif inhibition | HEK293T cells, Vif self-association by quenched fluorescence, imaging, 24 h | inhibition, % at 7.49 µM | AID 602346 | 340,000 compounds, 0.35% hits; in the data active = inhibition above about 50%, passing the limit was not always enough; inconclusive = no clear call, values can overlap the other calls; inactive = below about 31%; also: some results filed as inactive read as strong as hits
Starred values were filed as active, the others as inactive; ? = inconclusive; . = not tested or not shown. This is a subset; rates above refer to the full screens.

| entry | Structure | NOD2-RIPK2 inh | NR2F2 inh | SRC1 inh | LMP1 NFkB inh | SRC2 inh | TRAIL sens C8 | NR5A2 inv ag | SRC3 inh | TROY signal inh | TLR9-MyD88 inh | Vif inh |
| --- | --- | --- | --- | --- | --- | --- | --- | --- | --- | --- | --- | --- |
| 1 | COc1cc2c(cc1OC)CN(C(=O)c1cccs1)CC2 | -5 | 5 | 0 | 1 | -13 | -10 | -7 | 14 | 3 | -4 | 6 |
| 2 | CN(Cc1ccccc1)c1nc2c(c(=O)[nH]c(=O)n2C)n1CCSc1nc2ccccc2[nH]1 | 1 | -15 | -12 | -9 | 0 | 7 | 3 | 3 | -18 | -3 | -9 |
| 3 | CC(Oc1ccccc1)C(=O)N1CCN(c2ccc(N3CCCCCC3)nn2)CC1 (stereo not drawn) | 21 | 9 | 12 | -7 | -31 | -5 | 6 | 0 | 11 | -3 | 2 |
| 4 | CCOC(=O)C1(CC2CCCCO2)CCN(Cc2nc(C(C)C)cs2)CC1 (stereo not drawn) | -13 | 22 | -29 | 3 | 2 | -6 | 0 | -2 | 17 | -17 | 2 |
| 5 | CC(C)(C)C(=O)CSc1ncnc2c1cnn2Cc1ccccc1 | -3 | 7 | -6 | -8 | -10 | 8 | -10 | -7 | -1 | -6 | 4 |
| 6 | COc1ccc(NC(=O)CSc2nnc(-c3ccccc3)n2N)cc1 | -9 | 13 | -11 | -6 | 13 | -13 | 14 | 20 | 5 | 5 | 12 |
| 7 | O=C(COC(=O)c1ccc(Cl)nc1)NCCc1ccccc1 | -5 | -8 | -22 | 2 | -30 | -3 | -4 | 8 | 14 | 4 | 3 |
| 8 | COc1ccc(/C(O)=C2/C(=O)C(=O)N(CCN(C)C)C2c2ccccn2)cc1OC (stereo not drawn) | -5 | -11 | -20 | -9 | -9 | 7 | -32 | 1 | 13 | 5 | . |
| 9 | Cc1ccc(NC(=O)C[n+]2cc(-c3ccccc3)n3c2CCC3)c(C)c1 | 3 | 12 | 3 | -25 | -15 | 2 | 26 | 21 | 5 | -7 | 9 |
| 10 | COc1cc(OC)c(NS(=O)(=O)c2coc(C(N)=O)c2)cc1Cl | -6 | -7 | -8 | -5 | 14 | 11 | -9 | 2 | -9 | 5 | 2 |
| 11 | Cc1ccc(-n2c(C)cc(C(=O)COC(=O)c3c(C)noc3C)c2C)cc1 | 2 | 13 | -65 | 5 | -35 | 36 | -31 | -41 | 6 | -4 | -5 |
| 12 | Cc1[nH]c2ccccc2c1C(O)CN1CCC2(CC1)OCCO2 (stereo not drawn) | -3 | 7 | 11 | 2 | -6 | 9 | 10 | 3 | 15 | -3 | 0 |
| 13 | CSc1ccc(CNC(=O)C2(C)CCN2C(C)C)cc1 (stereo not drawn) | -1 | -2 | 4 | . | 9 | -6 | 3 | -6 | -7 | . | 19 |
| 14 | COc1ccc(NC(=O)c2ccccc2NC(=O)C2CCCCC2C(=O)O)cc1 (stereo not drawn) | -4 | -41 | -69 | -4 | -51 | -6 | -160 | -73 | -44 | -1 | -8 |
| 15 | COc1ccccc1/C=C(\NC(=O)c1ccc(OC)c(OC)c1)C(=O)Nc1ccc([N+](=O)[O-])cc1 | -4 | -13 | 7 | 8 | -13 | -3 | 1 | 0 | 0 | -5 | 6 |
| 16 | O=C(c1ccccc1F)N1CCN(S(=O)(=O)c2ccc(Br)cc2)CC1 | 9 | . | -66 | 3 | . | 10 | 16 | 17 | -13 | -1 | 5 |
| 17 | Cc1ccc(NC(=O)NNC(=O)c2cccs2)cc1 | -4 | -37 | -24 | -12 | -17 | -5 | -7 | -20 | -45 | -6 | -2 |
| 18 | NC(=O)c1c(NC(=O)CN2C(=O)CCC2=O)sc2c1CCCCC2 | 6 | 8 | 3 | 2 | 1 | -4 | 1 | 0 | -10 | 4 | . |
| 19 | Cc1ccc(S(=O)(=O)N(C)C)cc1NC(=O)CCNC(=O)c1ccco1 | 5 | -14 | -13 | -2 | -36 | -12 | -6 | 13 | -17 | 7 | ? |
| 20 | C=CCn1c(=O)c2ccccc2n2c(SC(C)C(=O)Nc3nc(-c4ccccc4)cs3)nnc12 (stereo not drawn) | -4 | 22 | -15 | 2 | -3 | 5 | 4 | 4 | 3 | -6 | 3 |
| 21 | Cc1ccc(NC(=O)Cn2c(=O)n(CCC(=O)NC3CCN(Cc4ccccc4)CC3)c(=O)c3ccccc32)cc1 | -6 | -8 | 3 | -27 | -12 | -2 | -21 | 4 | -13 | -12 | 4 |
| 22 | COc1ccc(Nc2ncc(C(=O)N3CCN(c4ccc(F)cc4)CC3)c3ccccc23)cc1 | 2 | 22 | 6 | 5 | 6 | 5 | -4 | 12 | 23 | -5 | -29 |
| 23 | COC(=O)[C@@H]1C[C@H]2CC[C@H](O)C[C@H]2N1Cc1ccccc1OS(=O)(=O)c1ccc(C)cc1 | -13 | -4 | -8 | 6 | 11 | -16 | 10 | 0 | 7 | -12 | -3 |
| 24 | O=C(O)Cc1ccc(NC(=O)C(c2ccccc2)c2ccccc2)cc1 | -5 | -15 | -6 | -7 | 0 | -3 | 0 | 8 | 17 | 0 | 0 |
| 25 | CC(C)Oc1ccc(C(=O)Nc2c3c(nn2-c2ccccc2)CS(=O)(=O)C3)cc1 | -7 | -3 | -7 | 1 | 4 | 0 | -19 | 0 | -12 | 5 | 9 |
| 26 | O=C(N/N=C/c1cc2c(cc1Cl)OCO2)c1ccccn1 | -8 | -28 | -83 | -9 | -68 | 34 | -93 | -46 | -4 | -2 | -4 |
| 27 | Cc1nc(SCC(=O)Nc2ccc3[nH]c(=O)[nH]c3c2)nc(C)c1C | -3 | -14 | -22 | 1 | -4 | 0 | 12 | 7 | -1 | -2 | -1 |
| 28 | COc1ccc(CCNC(=O)C/C(C)=N/NC(=O)COc2ccc(C)cc2Br)cc1OC | 4 | 10 | -32 | 5 | 1 | 0 | 2 | -5 | 0 | -3 | 5 |
| 29 | COc1cc2c(cc1OC)C(C)N(C(=O)c1ccc(Br)o1)CC2 (stereo not drawn) | 2 | 8 | -4 | 1 | 3 | -15 | 11 | 30 | 10 | 1 | 1 |
| 30 | CC(C)(C)NC(=O)CN(C(=O)c1csnn1)c1ccccc1-c1ccccc1 | -9 | -7 | -4 | -9 | -11 | -3 | 8 | 7 | -22 | -7 | -16 |
| 31 | CN(C)CCCNC(=O)OC1CC2CC1[C@H]1CCCCN1C2=O (stereo partly drawn) | -3 | 7 | . | . | -33 | 9 | -2 | . | 14 | . | . |
| 32 | COc1ccccc1-c1oc2ccccc2c1C#CC(C)(C)O | 2 | 9 | -4 | 5 | 9 | 23 | -4 | -8 | 6 | -4 | -1 |
| 33 | Cc1ccc(S(=O)(=O)NCc2ccccc2)cc1C(=O)N1CCCCC1 | -3 | 16 | 7 | 2 | -4 | -4 | 8 | 17 | 4 | -11 | 7 |
| 34 | N#Cc1ccsc1NC(=O)COC(=O)CCS(=O)(=O)c1ccccc1 | -1 | -2 | 4 | -6 | -1 | 13 | 6 | -24 | -14 | 1 | -4 |
| 35 | Fc1ccccc1C1c2cccn2CCN1C(=S)Nc1cccc(Br)c1 (stereo not drawn) | 5 | -19 | -5 | 5 | 1 | -7 | -6 | -6 | 8 | 10 | 15 |
| 36 | CCn1c(SCC(=O)Nc2nnc(C)s2)nc2c(c1=O)SC(C)C2 (stereo not drawn) | 4 | 3 | 3 | 25 | 8 | 24 | 13 | -2 | -6 | 2 | 3 |
| 37 | CSc1ccccc1NC(=O)c1cccnc1 | -13 | 4 | 3 | -9 | -7 | -1 | 1 | 0 | 15 | 3 | -6 |
| 38 | COc1ccc(CCNC(=O)C2CCC(=O)N(C3CCCCCC3)C2)cc1 (stereo not drawn) | -13 | 8 | -27 | 0 | 8 | -10 | 3 | 5 | -9 | -4 | -4 |
| 39 | Cc1sc2nc(CN3CCOCC3)nc(NS(=O)(=O)c3ccccc3)c2c1C | -8 | 11 | -5 | 5 | -39 | -3 | -6 | 14 | 15 | -14 | 1 |
| 40 | CCn1ncc(C2=NOC(C(=O)Nc3cccnc3)C2)c1C (stereo not drawn) | 4 | 24 | 6 | -6 | 7 | 1 | 14 | 9 | 0 | 3 | 1 |
| 41 | COc1ccccc1-c1nnc(NC(=O)CSc2nncn2C)s1 | 1 | -46 | -51 | 3 | -36 | 83* | -98 | -65 | -51 | -4 | -3 |
| 42 | CCC(=O)N/C(=N/c1nc(C)cc(C)n1)Nc1ccccc1 | -13 | -13 | 13 | 4 | -10 | -15 | 5 | 7 | -16 | -11 | 10 |
| 43 | COc1ccc(-c2cn(CCc3c[nH]c4ccccc34)nn2)cc1 | 2 | -5 | -10 | -6 | 7 | 12 | -7 | -3 | -34 | -12 | 12 |
| 44 | Cc1ccc(CS(=O)(=O)CCC(=O)NCCCOC(C)C)cc1 | -4 | -25 | 8 | 0 | -11 | 0 | -19 | 10 | 6 | 2 | -1 |
| 45 | Cc1c(C(=O)NC(=S)Nc2ccc(NC(=O)c3cccs3)cc2)oc2ccccc12 | -6 | 11 | 4 | -6 | 4 | 21 | -10 | 15 | -16 | 6 | 5 |
| 46 | COc1ccc(C(c2oc(CO)cc(=O)c2O)c2oc(CO)cc(=O)c2O)cc1OC | -1 | 6 | 15 | -4 | 11 | -11 | -6 | -4 | -13 | -12 | -4 |
| 47 | O=C(COC(=O)c1cccnc1)Nc1cccc2ccccc12 | 3 | 2 | -10 | -2 | -7 | 3 | 19 | -13 | -12 | 3 | 17 |
| 48 | CC(CCc1ccccc1)NC(=O)CNC(=O)N1CC(=O)Nc2ccccc21 (stereo not drawn) | -6 | 16 | 3 | 1 | 8 | -2 | 20 | 18 | 10 | 13 | 2 |
| 49 | CCCCN1C(=S)NC[C@@H]1Cc1ccccc1 | -10 | 1 | -15 | -4 | 24 | 2 | 0 | -3 | -2 | 1 | 5 |
| 50 | CCC1(C)Cc2c(sc3[nH]c(=S)n(Cc4ccccc4)c(=O)c23)CO1 (stereo not drawn) | -10 | 5 | -1 | 19 | -11 | 14 | 4 | 10 | 32 | 0 | 23 |
| 51 | O=C(c1ccccc1)C1CN(Cc2ccccc2)CCC1(O)c1ccccc1 (stereo not drawn) | -2 | 5 | 8 | -2 | 17 | 13 | -1 | 5 | -14 | 2 | 0 |
| 52 | CCOC(=O)C1CCCN(C(=O)c2cccs2)C1 (stereo not drawn) | -2 | 4 | 20 | 1 | -15 | -10 | 16 | 6 | 10 | -7 | 6 |
| 53 | OCC1(CCOc2ccccc2)CCN(Cc2ccccc2C(F)(F)F)CC1 | -2 | -12 | -14 | -4 | -7 | -3 | 5 | 9 | -8 | 8 | -3 |
| 54 | CC1CCCC(NC(=O)COC(=O)c2ccccc2NC(=O)c2ccco2)C1C (stereo not drawn) | -10 | 0 | -2 | 5 | -36 | 0 | -16 | 11 | 6 | -2 | -2 |
| 55 | CC(=O)c1ccc(NS(=O)(=O)c2cc3c(cc2C)N(C)CCO3)cc1 | 3 | 8 | 11 | 9 | 8 | 17 | 3 | 7 | 5 | 4 | -1 |
| 56 | Cc1cc(C(=O)N/N=C/c2ccc(-c3ccccc3Cl)o2)n[nH]1 | -1 | -18 | -21 | -5 | 2 | 5 | -51 | -12 | -32 | -3 | -2 |
| 57 | CC(C)(C)c1cc(CN2CCOCC2)c(C(=O)O)o1 | 6 | 0 | 1 | 8 | 12 | -19 | -4 | 2 | -14 | -5 | 37 |
